PAX8 reporter = PAX8 transcriptional activity inhibition; RMG-I TPO-luciferase reporter, SteadyGlo, 24 h; inhibition, % at 12.6 µM; actives 1.2% (n = 360,000);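 active means mean replicate inhibition at least 60% with every replicate also reaching 60%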;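 further: luciferase light reporting Pax8 driven TPO promoter activity; plate controls were median of neutral control wells for no effect and mitoxantrone controls for full effect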
C2C12 statin = suppression of simvastatin myotoxicity; C2C12 myotubes + simvastatin, ATP luminescence, 48 h; scaled: DMSO 0, geranylgeraniol control 100; rescue of ATP level, % at 7.49 µM; actives 0.78% (n = 330,000); AID 602340;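 active means mean ATP rescue above about 67%, or every replicate alone reaching that limit, limit read from the data, passing the limit was not always enough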;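 further: myotubes were challenged with 10 µM simvastatin during compound exposure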
INS-1E GSIS act = GLuc luminescence reporter in INS-1E cells, primary screen for activators of glucose-dependent secretion of insulin; INS-1E GLuc reporter insulin secretion, 2-3 h; AID 743287; activation, % at 16.6 µM; actives 0.61% (n = 370,000);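 active means lowest replicate activation of at least 40%, so every replicate reaches that level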;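 further: 0% = median of neutral control wells and 100% = median of IBMX positive control wells; some compounds called inactive have numbers as strong as hits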
Cneo AK release = causes C. neoformans cell lysis; adenylate kinase release luminescence, 4 h; normalised: neutral wells 0, clomiphene wells 100; lysis activity, % at 15 µM; actives 0.2% (n = 360,000); AID 651654;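 active means mean lysis activity across replicates of at least 80%, whatever share of replicates individually reach that level; inactive means mean lysis activity below 80%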
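Material – Cryptococcus neoformans yeast cells · Quantity – 5 × 10^6 yeast cells/mL · Buffer or medium – YPD medium · Compound – single dose · Timing – 4 h static compound exposure, 37 °C, read 1 h post-reagent · Signal – adenylate kinase release luminescence · Read-out basis – lysis from increased AK signal · Benchmarks – Clomiphene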
LGR2 inh = Drosophila LGR2 receptor signaling inhibition; HEK293 LGR2, CRE-luciferase, bursicon-stimulated, 4 h; inhibition, % at 9.99 µM; actives 0.35% (n = 380,000);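 active means drop in luminescence signal, shown as inhibition above about 50% in the replicate tests, limit read from the data, passing the limit was not always enough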;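 further: agonist challenge used bursicon conditioned medium at about half maximal strength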
ARNT TACC3 PPI = ARNT/TACC3 interaction disruption. AID 623870. inhibition, % at 9.99 µM. AlphaScreen His-ARNT PAS-B/GST-TACC3 binding, luminescence; TACC3 fragment carries E629A point mutation. actives 0.66% (n = 390,000);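 active means mean inhibition of replicates at least 50% and at least half of replicates each reaching 50%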;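 further: 0% = complete ARNT plus TACC3 wells and 100% = ARNT alone without TACC3; many hits fall short of the cut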
PglD inh = PglD (C. jejuni) enzyme inhibition | purified PglD enzyme, DTNB colorimetric CoA detection | actives 0.098% (n = 360,000) | inhibition, % at 12.5 µM; in the data active means inhibition above about 16%, passing the limit was not always enough; further: strong numbers were not always called active
PGC1a acetyl inh = modulators of PGC1a acetylation; U2OS PGC1a acetylation, AlphaScreen anti-acetyl-lysine; with virally co-expressed GCN5 acetyltransferase; inhibition, % at 15.6 µM; actives 0.17% (n = 350,000);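 active means every replicate shows inhibition of at least 40%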;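 further: 0% = neutral control wells and 100% = positive control wells; some results beyond the cut were filed as inactive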
The depositor's hits bear a star; . = not tested or not shown. Rows are unselected; overall some 2.9% were active at least once.

Value order: INS-1E GSIS act	C2C12 statin	ARNT TACC3 PPI	LGR2 inh	PglD inh	PGC1a acetyl inh	PAX8 reporter	Cneo AK release
O=C(O)C1(P(=O)(c2ccc(Cl)cc2)c2ccc(Cl)cc2)CC1
 : -1	0	-11	.	.	-3	21	.
CC(=O)N(C)C[C@H]1Oc2ncc(C#CCc3ccccc3)cc2C(=O)N([C@H](C)CO)C[C@@H]1C
 : -9	3	-15	-5	0	-20	.	15
O=C1Nc2ccccc2C(O)(C(=O)NCc2ccc3c(c2)OCO3)N1c1ccc(Cl)c(Cl)c1 (stereo not given)
 : .	.	-2	.	-3	.	0	1
Cc1cc2[nH]c(=O)c(=O)[nH]c2cc1S(=O)(=O)Nc1cccc(F)c1
 : -4	23	4	6	-2	0	-2	3
Cc1sc2ncnc(N3CCN(S(=O)(=O)c4ccccc4)CC3)c2c1C
 : .	-18	-9	.	-6	0	.	-3
O=C1CSC(=S)N1N=Cc1ccc(OCc2ccccc2)cc1
 : 6	8	.	4	-4	4	-114	0
CCn1nc(C)cc1C(=O)N1CCCC(C(=O)c2ccc(OC)cc2C)C1 (stereo not given)
 : -2	2	-2	17	-2	6	4	12
CC(C)NC(=O)N[C@H]1CC[C@H](CC(=O)NC2Cc3ccccc3C2)O[C@H]1CO
 : 0	0	-13	-6	-3	-5	-18	-1
O=C(N1CCCCC1)C1(c2ccccc2)CCOCC1
 : .	27	-4	.	-11	-3	.	1
CCC(=O)N1[C@H](C(=O)NC2CCC2)[C@@H](CO)[C@@H]2Cn3c(ccc(C4=CCCCC4)c3=O)[C@@H]21
 : 4	-6	-1	25	6	.	.	0
O=C(CC12CC3CC(CC(C3)C1)C2)NC(=S)Nc1ccc(CN2CCOCC2)cc1
 : -17	.	-4	14	.	3	16	.
Cc1ccc(CCNC(=O)CCS(=O)(=O)c2ccc3nc(C)sc3c2)cc1
 : 1	2	-1	1	1	.	-1	-1
NNC(=O)/C(=N/Nc1ccccc1)S(=O)(=O)c1ccc(Cl)cc1
 : -13	.	18	36	.	.	0	.
CCc1noc(C)c1C(=O)NCCN1C(=O)S/C(=C\c2ccc(OC)cc2)C1=O
 : -13	8	2	4	-3	-15	-62	-3
Cc1c(C(c2ccc(N(C)C)cc2)c2c(C)n(C)n(-c3ccccc3)c2=O)c(=O)n(-c2ccccc2)n1C
 : -1	.	-1	11	.	.	19	.
CC=Cc1ccc2n(c1=O)C[C@@H]1[C@@H](CO)[C@H](C(=O)NCCOC)[C@H]2N1Cc1ccccc1 (mixture of isomers)
 : 4	11	-2	3	-2	-1	-7	-2
O=[N+]([O-])C(=C1NCCN1)C(Cl)=C(Cl)Cl
 : -8	.	-2	4	.	.	-2	.
CCO/C(C)=N/Oc1cnc2ccccc2c1
 : 0	-10	.	-35	0	-11	-71	2
CC(C)CN1CC(C)C(=O)N(c2ccccc2)C1=S (stereo not given)
 : 9	-2	.	5	3	3	2	-1
O=C(CCc1nnc(Cc2ccc(-c3ccccc3)cc2)o1)NCC1CC1
 : -5	.	23	8	.	-6	-2	.

Next part.
Value order: INS-1E GSIS act	C2C12 statin	ARNT TACC3 PPI	LGR2 inh	PglD inh	PGC1a acetyl inh	PAX8 reporter	Cneo AK release
Cc1ccc(S(=O)(=O)NC(=O)C2(C)CCN2C(=O)COc2ccc(Cl)cc2)nc1 (stereo not given)
 : 0	3	.	6	5	5	14	-1
Cc1ccccc1-n1sc2cc(F)ccc2c1=O
 : 45*	-12	-3	-15	5	-4	-2	-3
COc1cccc(NC(=O)N[C@@H]2CC[C@@H](CC(=O)Nc3ccc(-c4ccccc4)cc3)O[C@H]2CO)c1
 : 12	-11	-2	2	-4	3	-3	0
COc1ccc(CNC(=O)C(c2ccco2)N(C(=O)CNS(=O)(=O)c2ccccc2)c2ccccc2C)cc1 (stereo not given)
 : -12	22	0	12	-5	-5	14	2
CCOc1ccc(CCNC(=O)COc2cccc(-n3cnnn3)c2)cc1OCC
 : 44*	-7	1	-21	0	-12	-1	0
C[C@H](CO)N1C[C@H](C)[C@H](CN(C)S(=O)(=O)c2ccsc2)OCc2ccccc2-c2c(n(C)c3ccccc23)C1=O
 : 8	18	4	3	4	-11	-10	-4
CCCN1CCN(C(=O)CCS(=O)(=O)c2cc3c(cc2Cl)NC(=O)CO3)CC1
 : 5	6	-2	-5	2	.	-2	-3
CC1(C)CC(=O)C(C(C2=C(O)CC(C)(C)CC2=O)c2ccc([N+](=O)[O-])cc2)C(=O)C1 (stereo not given)
 : 1	.	3	-2	.	.	17	.
COc1ccc(N=C2SCC(c3ccccc3)=NN2C)cc1
 : -1	19	7	-46	.	7	-47	.
O=C(CN1CCCCCCC1)Nc1cccc(Cl)c1Cl
 : -6	-2	-3	-1	-3	4	8	-1
C[C@H](CO)N1C[C@H](C)[C@H](CN(C)S(=O)(=O)c2cn(C)cn2)Oc2ccc(NS(=O)(=O)c3ccc(F)cc3)cc2CC1=O
 : 21	-4	-14	13	-2	-4	-13	-4
CCN(CC)C(=O)C(=O)Nc1ccc(Oc2ccccc2)cc1
 : -2	-24	-15	-12	-6	1	18	0
O=C1NC(c2ccccc2Cl)Nc2ccccc21 (stereo not given)
 : .	5	-8	.	-2	8	.	3
Cn1ncc(Cl)c1C(=O)NCc1ccco1
 : -5	-1	.	-1	-9	11	21	0
CCOC(=O)c1ccc(NC(=O)C2=C(C)Nc3nc(CCCO)nn3C2c2cccc(C)c2)cc1 (stereo not given)
 : 13	9	0	-10	2	.	4	-3
CC(C)NC(=O)Nc1ccc2c(c1)C(=O)N(C)[C@H]1CC[C@@H](CC(=O)Nc3ccccc3)O[C@H]1CO2
 : 1	-10	-4	22	-2	-1	-3	-3
CC(C)Oc1ccc(C(=O)OC(C)C(=O)NC2CCCCC2C)cc1 (stereo not given)
 : 5	-10	-6	-17	-3	3	.	-2
Cc1c(NS(=O)(=O)N2CCCCC2)c(=O)n(-c2ccccc2)n1C
 : .	-7	0	.	-1	-4	.	1
NC(=O)C1CCN(C(=S)c2ccc(-c3ccc(Br)cc3)o2)CC1
 : 0	.	.	-156	.	18	-134	.
C=CCN=C1SCC(=O)N1S(=O)(=O)c1ccccc1
 : .	8	-2	.	-6	-2	.	-1

The list goes on; the last 3 above are carried over.
Value order: INS-1E GSIS act	C2C12 statin	ARNT TACC3 PPI	LGR2 inh	PglD inh	PGC1a acetyl inh	PAX8 reporter	Cneo AK release
Cc1c(NS(=O)(=O)N2CCCCC2)c(=O)n(-c2ccccc2)n1C
 : .	-7	0	.	-1	-4	.	1
NC(=O)C1CCN(C(=S)c2ccc(-c3ccc(Br)cc3)o2)CC1
 : 0	.	.	-156	.	18	-134	.
C=CCN=C1SCC(=O)N1S(=O)(=O)c1ccccc1
 : .	8	-2	.	-6	-2	.	-1
COC(=O)c1ccc(CN2CC(=O)N3[C@H](CO)[C@@H](c4ccc(-c5ccccc5F)cc4)[C@@H]3C2)cc1
 : -16	.	.	-8	.	15	-4	.
CCOC(=O)C1CCN(C2=C(NS(=O)(=O)c3ccc(Cl)cc3)C(=O)c3ccccc3C2=O)CC1
 : -11	4	30	9	.	-3	22	.
COc1ccc(/C=C2\SC(=O)N(CCNC(=O)Cn3[nH]c(=O)c4ccccc4c3=O)C2=O)cc1
 : 1	-7	-5	-20	-6	5	3	-3
CCOc1cc(C#N)c(NC(=O)CSc2nnnn2-c2ccc(OC)cc2)cc1OCC
 : .	1	-2	.	1	4	.	1
NC(=O)CSc1nnnn1-c1ccc2c(c1)OCCO2
 : .	.	3	.	7	1	.	1
Cc1ccc2c(c1)[C@H]1[C@H](CO2)[C@H](c2ccccc2)[C@]2(C)C(=O)Nc3ccccc3C(=O)N12
 : -24	-11	-25	37	3	2	45	2
COCCn1c(SCC(=O)Nc2ccc(S(=O)(=O)N(C)C)cc2)nc2ccccc21
 : .	5	-2	.	-7	-5	.	1
O=C(CCc1nnc2ccc(N3CCCCC3)nn12)NCc1ccco1
 : 11	16	-1	-7	-2	-26	-6	-1
C[C@H](CO)N1C[C@H](C)[C@@H](CN(C)C(=O)NC2CCCCC2)Oc2c(NC(=O)CCCCCC(=O)Nc3ccccc3N)cccc2C1=O
 : -3	.	.	7	.	1	19	.
CNC(=S)N/N=C/c1cn(CCOc2cccc(OC)c2)c2ccccc12
 : -21	.	-2	-12	.	.	-11	.
O/N=C1\CCCc2oc3c(c21)CCCC3
 : .	33	0	.	-2	8	.	2
CCOC(=O)c1[nH]nc2c1C(=O)N(CC)C2=O
 : .	-10	2	.	0	-7	.	2
Cc1cc(C(=O)NC2CC(C)(C)Cc3c2cnn3-c2cccc(F)c2)nn1C (stereo not given)
 : -23	-2	0	9	-7	-6	13	0
Cc1cc(C)n(C2CC(=O)N(c3ccc(C)c(Cl)c3)C2=O)n1 (stereo not given)
 : .	-2	-26	.	1	-3	4	1
COc1ccc(S(=O)(=O)N[C@@H]2CC[C@H](CCNC(=O)Cc3ccccn3)O[C@H]2CO)cc1
 : -7	-9	4	-6	8	3	-3	3
CC(CCc1ccccc1)NC(=O)CCC1CCCC1 (stereo not given)
 : -1	.	.	-17	2	1	-11	1
CO[C@@H]1CN(C)C(=O)c2ccc(NC(C)=O)cc2OC[C@@H](C)N(CCc2ccccc2)C[C@H]1C
 : -24	5	-2	-7	1	-3	.	2
CCOC(=O)c1sc(-n2[nH]c(C)cc2=O)nc1C
 : .	-1	4	.	1	-10	.	0
O=C(c1ccc2[nH]c3c(c2c1)CCCC3)N1CCN(c2ccc(F)cc2)CC1
 : -31	.	-1	19	.	.	21	.
CO[C@@H]1CN(C)C(=O)c2cc(NC(=O)Nc3cc(F)ccc3F)ccc2OC[C@H](C)N(C)C[C@@H]1C
 : 7	-18	-5	-11	1	-16	.	-3

New compounds follow
Value order: INS-1E GSIS act	C2C12 statin	ARNT TACC3 PPI	LGR2 inh	PglD inh	PGC1a acetyl inh	PAX8 reporter	Cneo AK release
CCCCCN(C(=O)NC(=O)Nc1ccccc1OC)S(C)(=O)=O
 : .	-4	-5	.	-1	-3	.	-2
CCOc1cc(C(=S)N2CCCCC2)ccc1OS(=O)(=O)c1ccc(Cl)cc1
 : .	-22	1	.	6	-21	0	2
Cc1cc(N2CCOCC2)c2c(N)c(Br)cc(C)c2n1
 : .	-3	9	.	-2	34	.	1
O=C(c1ccccc1)N1C[C@H]2[C@@H](c3ccccc31)[C@@H](CO)N2S(=O)(=O)c1ccccc1
 : -2	-3	-7	-21	1	-7	1	-4
COc1ccc(S(=O)(=O)N2CCC(C(=O)OCC(=O)c3ccccc3)CC2)cc1[N+](=O)[O-]
 : 22	.	-1	2	0	.	13	1
Cc1noc(C)c1NC(=O)Nc1ccc2c(c1)C(=O)N([C@H](C)CO)C[C@@H](C)[C@@H](CN(C)S(=O)(=O)c1c(C)noc1C)O2
 : 14	.	-2	-13	-3	3	.	3
CC(=O)NNS(=O)(=O)c1scc(S(=O)(=O)c2ccc(Cl)cc2)c1C
 : 11	-2	1	1	-1	15	2	-1
C[C@@H]1CN([C@@H](C)CO)C(=O)c2cc(NC(=O)Cc3cn(C)c4ccccc34)ccc2O[C@@H]1CN(C)Cc1ccc(-c2ccccc2)cc1
 : -48	-23	.	1	.	-15	.	.
CCCC(=O)N1CC2(C1)CN(S(=O)(=O)c1ccc(C)cc1)[C@@H](CO)c1[nH]c3cc(OC)ccc3c12
 : -5	.	.	5	.	-5	-15	.
CCOc1ccc(C(=O)Nc2nnc(C(C)C)s2)cc1OCC
 : .	-8	-2	.	0	-22	-76	-3
COC(=O)c1ccsc1NC(=O)c1cccc(OC)c1
 : -1	.	-6	-22	.	-1	4	.
CC(C)(C)c1ccc(Cn2nnc3c(=O)[nH]c(C4CCN(C(=O)Cc5cccs5)CC4)nc32)cc1
 : .	112*	2	.	-4	-18	.	4
CCOC(=O)C1=C(COC(=O)CNC(=O)c2ccc(C)cc2)NC(=O)NC1C (stereo not given)
 : 12	9	.	6	2	.	-13	1

Bioassay records from PubChem BioAssay.
